PDI inh: blocks human protein disulfide isomerase activity. hit rate 0.052% among 350,000. inhibition, % at 10 µM. PDI insulin aggregation turbidity, A650, 90 min. P07237;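 active means mean inhibition across replicates of 30% or more, whatever share of single replicates reach that level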;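 further: absorbance from insulin aggregation driven by PDI reduction with DTT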
TRPM1 prom inh: MITF TRPM1 promoter inhibition in SK-MEL-5 cells | SK-MEL-5 TRPM1 promoter luciferase, 24 h | inhibition, % at 12.5 µM | AID 488899 | hit rate 0.83% among 330,000;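 active means mean inhibition across replicates of 60% or more, whatever share of single replicates reaches that level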; further: values of inactives mirror those of a sister screen read the other way
CaV13 ICDI inh: Disruptors of the CACNA1D IQ motif to Ca2+-dependent inactivation inhibitor domain association, primary screening, Förster resonance energy transfer in intact living …. HEK cells, CFP/YFP FRET ICDI-IQ, plate reader, 10 min; percent FRET-ratio fall versus neutral wells. inhibition, % at 12.3 µM. hit rate 0.098% among 340,000;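 active means mean replicate inhibition of at least 30% and at least 1% of replicates passing that level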;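 further: 0% = median of the neutral control wells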
Peg3 promoter: Peg3 promoter activity inhibition; HeLa PEG-Prom luciferase reporter, luminescence, overnight; inhibition, % at 20 µM; hit rate 1.7% among 360,000; AID 588405;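 active means inhibition of at least 50% at 20 µM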
m5-HT2A agonist: activates the mouse 5-HT2A serotonin receptor | P35363 | CHO-K1 mHTR2A beta-arrestin complementation, luminescence; percent of 30 µM serotonin response | activation, % at 7.6 µM | hit rate 0.66% among 360,000;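 active means activation above a run cutoff, the mean activation of all tested compounds plus 3 SD, cut at about 14% in these data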;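 further: 0% = plate median of compound wells and 100% = 30 µM serotonin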
Target sequence (P35363 whole entry, looked up): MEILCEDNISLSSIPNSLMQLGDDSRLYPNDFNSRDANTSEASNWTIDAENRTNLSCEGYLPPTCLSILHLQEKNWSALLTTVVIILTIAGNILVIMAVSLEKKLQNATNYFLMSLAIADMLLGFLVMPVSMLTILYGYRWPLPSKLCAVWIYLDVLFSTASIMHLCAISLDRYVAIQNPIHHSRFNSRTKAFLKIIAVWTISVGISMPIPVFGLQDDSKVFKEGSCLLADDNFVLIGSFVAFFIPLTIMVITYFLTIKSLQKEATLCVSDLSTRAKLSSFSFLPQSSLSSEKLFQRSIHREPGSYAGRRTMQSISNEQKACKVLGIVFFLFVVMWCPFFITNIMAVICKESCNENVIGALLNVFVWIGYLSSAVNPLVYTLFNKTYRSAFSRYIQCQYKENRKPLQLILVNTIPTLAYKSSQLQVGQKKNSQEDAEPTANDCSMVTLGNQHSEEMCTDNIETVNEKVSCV
iPSC survival up: increases survival of single human iPS cells. hiPSC single-cell survival, ATPlite luminescence; 100% = ROCK inhibitor wells, 0% = DMSO. survival enhancement, % at 20 µM. hit rate 0.044% among 360,000. AID 602274; in the data active means survival enhancement above about 18%;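 further: cells exposed to compounds for 16 hours before the ATP read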
Cardio protect: myocardial damage modulation in H9c2 cells; H9c2 cardiomyocytes, H2O2 injury protection, ATPLite, 2 h; protection from H2O2 cell death, % at 20 µM; hit rate 0.63% among 360,000; AID 588492;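 active means compounds giving at least 50% protection of heart cells from peroxide-induced death in the single-dose screen, raw or plate-pattern-corrected value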;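 further: 0% = DMSO wells with peroxide and 100% = DMSO wells without peroxide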
NR2E3 ag-1: human photoreceptor-specific nuclear receptor agonism | CHO-S Gal4-NCOR/VP16-NR2E3 two-hybrid, luciferase | inhibition of corepressor binding, % at 3.98 µM | Q9Y5X4 | hit rate 0.35% among 360,000 | AID 602229;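 active means inhibition above the mean of all tested compounds plus 3 SD, cut at about 70% in these data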;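 further: 0% = DMSO with NR2E3 transfected cells and 100% = cells lacking NR2E3 construct; higher means lower luciferase signal from less NR2E3 corepressor binding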
Target sequence (Q9Y5X4 whole entry, looked up, the tested form may be a part): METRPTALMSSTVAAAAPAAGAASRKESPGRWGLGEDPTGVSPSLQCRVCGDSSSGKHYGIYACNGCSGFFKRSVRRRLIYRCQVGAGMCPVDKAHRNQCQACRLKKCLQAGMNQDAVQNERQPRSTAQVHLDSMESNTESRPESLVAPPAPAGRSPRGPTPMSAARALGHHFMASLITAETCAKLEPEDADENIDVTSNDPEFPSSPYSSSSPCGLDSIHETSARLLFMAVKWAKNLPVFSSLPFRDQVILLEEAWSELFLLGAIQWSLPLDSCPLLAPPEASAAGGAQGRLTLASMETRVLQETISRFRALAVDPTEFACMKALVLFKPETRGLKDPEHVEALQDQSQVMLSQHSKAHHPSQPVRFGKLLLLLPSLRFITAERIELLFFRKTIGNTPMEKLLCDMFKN
Shn3 3UTR inh: Schnurri-3 reporter inhibition in Clone20 osteoblasts | Clone20 osteoblast Shn3 3'UTR firefly luciferase, 24 h | AID 588674 | inhibition, % at 12.5 µM | hit rate 0.52% among 360,000;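 active means mean inhibition of at least 75% with every replicate also reaching 75%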;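 further: 0% = median of neutral control wells and 100% = pilot-screen positive control compound; some compounds past the cut are filed as inactive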
NR2E3 ag-2: activates human photoreceptor nuclear receptor NR2E3; inhibition of corepressor binding, % at 4.78 µM; AID 2300; Q9Y5X4; hit rate 0.12% among 320,000; GST-NR2E3/biotin-RetCOR TR-FRET, 1536-well;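 active means percent inhibition above the cutoff of mean plus 3 SD of all tested compounds, set per screening campaign, cut at about 20% in these data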;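 further: 0% = DMSO wells and 100% = biotin wells as full block of FRET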
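Assay system: NR2E3–RetCOR corepressor complex. Quantity: 1.35 nM GST-NR2E3. Buffer or medium: pH 7.5 Tris-based buffer. Reagent: biotinylated RetCOR corepressor at 7 nM final. Schedule: 5 h at 4 °C. Detection: TR-FRET, emission read at 617 and 671 nm. Replicates: one well per compound, singlicate testing.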
HIF-2a block: blocks HIF-2a reporter activity | 786-0 RCC cells HIF-2a reporter, luciferase luminescence, overnight | inhibition, % at 18.8 µM | hit rate 0.72% among 360,000;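 active means inhibition of the luminescence signal of 40% or more relative to plate controls, in a single-dose primary screen at 18.75 µM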
Starred values were filed as active, the others as inactive; · = not tested or not shown.

The line under a structure holds: PDI inh | TRPM1 prom inh | CaV13 ICDI inh | Peg3 promoter | m5-HT2A agonist | iPSC survival up | Cardio protect | NR2E3 ag-1 | Shn3 3UTR inh | NR2E3 ag-2 | HIF-2a block
CCCNc1c(NC(=O)c2ccc3c(c2)OCO3)c(=O)oc2ccccc12
  6 | -13 | -4 | -3 | 1 | -0.1 | -1 | -3 | -14 | -4 | 6
COCCNC(=S)N1CCN(S(=O)(=O)c2ccc(Cl)s2)CC1
  0 | -2 | -2 | 15 | 7 | -0.5 | -4 | -18 | -10 | -2 | 0
CCCn1c(=N)n(CC(=O)c2ccc(Cl)c(Cl)c2)c2ccccc21
  9 | 24 | -3 | 46 | -4 | -0.4 | -16 | -40 | 12 | 0 | -11
O=C(N1CCN(Cc2ccccc2)CC1)C(Cl)(Cl)Cl
  -4 | 12 | -4 | -9 | 5 | -1.5 | -9 | -20 | 9 | 1 | 2
FC(F)(F)c1ccc(N=Cc2sc(N3CCOCC3)nc2-c2ccccc2)cc1
  -3 | 0 | -4 | -11 | 2 | 2.4 | -1 | 1 | 2 | 0 | -5
Cc1c(/C(O)=C2\C(=O)C(=O)N(CCN(C)C)C2c2cccnc2)cnn1-c1ccccc1 (centres undefined)
  -4 | -15 | · | 1 | -1 | -2.4 | 11 | 10 | -9 | 0 | -12
CC1(NC(=O)Nc2cccc3ccccc23)CCS(=O)(=O)C1 (centres undefined)
  -8 | -1 | -8 | 17 | 7 | 0.9 | -1 | -6 | 11 | 0 | 19
CC1CN(C2CCN(S(=O)(=O)c3ccc(F)cc3)CC2)CC(C)O1 (centres undefined)
  4 | -1 | -4 | 9 | 6 | 4.0 | 2 | 6 | 9 | 0 | 15
CCC(C)(C)n1nnnc1C(c1ccccn1)N1CCN(c2cccc(OC)c2)CC1 (centres undefined)
  -12 | -3 | -5 | 6 | -6 | 2.8 | 18 | -15 | -5 | -1 | 11
O=C(NN=C1c2ccccc2-c2ccccc21)c1ccccc1Br
  3 | 12 | -8 | 16 | 0 | -3.9 | 6 | 2 | -6 | 2 | 2
N#CCC(=O)NN=C1CCCCCCCCCCC1
  -4 | 6 | -7 | 21 | 4 | -0.2 | -2 | 1 | -8 | -1 | 5
CC(C)C[C@H](NC(=O)C1CC(=O)N(c2ccc3c(c2)OCCO3)C1)C(=O)NC1CCCC1 (some centres undefined)
  20 | 3 | -7 | 10 | 6 | -0.5 | 8 | -16 | -3 | -2 | 8
Cn1c(=O)n(C)c2cc(NS(=O)(=O)c3ccccc3)ccc21
  7 | 11 | · | 0 | 0 | -0.4 | 1 | 11 | -15 | -2 | -6
CCc1nnc(N/N=C/c2c(Cl)cccc2Cl)n1N
  3 | -9 | -8 | -7 | 1 | 0.8 | -3 | -5 | -3 | 4 | -16
Cc1ccc2nc(-c3ccccc3)cc(C(=O)NCCCn3ccnc3)c2c1
  -1 | -11 | -17 | -6 | -2 | -1.3 | 9 | 7 | -12 | 0 | -13

Following part:
The line under a structure holds: PDI inh | TRPM1 prom inh | CaV13 ICDI inh | Peg3 promoter | m5-HT2A agonist | iPSC survival up | Cardio protect | NR2E3 ag-1 | Shn3 3UTR inh | NR2E3 ag-2 | HIF-2a block
CCCC(=O)C1=C(c2ccccc2)C(C#N)(C#N)C(C#N)=C1N
  7 | 10 | -7 | 0 | -4 | 4.6 | 25 | -18 | 20 | 0 | 22
O=C(CSc1nnc(NC(=O)c2ccco2)s1)Nc1ccccc1Br
  6 | -8 | -5 | 5 | -4 | -0.5 | -3 | -26 | 1 | 3 | 13
COc1ccc(CNCc2ccco2)cc1OCc1ccccc1
  -11 | -57 | · | -118 | -2 | 1.2 | -4 | -29 | 16 | -3 | -182
CSc1nc(-c2ccccc2)ccc1C(N)=O
  14 | -16 | -7 | -55 | -9 | 2.1 | -2 | -32 | -6 | -3 | -66
Cc1c(C(=O)N2CCCCC2)sc(N)c1C#N
  4 | 9 | -6 | -7 | -5 | 1.7 | 0 | -11 | 3 | 2 | 11
CC1Cc2ccccc2N1C(=O)COC(=O)c1ccc(Cl)nc1 (centres undefined)
  -4 | -4 | -4 | 3 | 1 | 0.8 | -4 | -34 | -4 | 4 | 17
Cc1ccsc1/C=N/Nc1ccc(Cl)nn1
  0 | -49 | 3 | -135 | 0 | 1.5 | -7 | -67 | · | -1 | -87
Cc1cc(=O)oc2cc(OCC3CC(c4ccc(N(C)C)cc4)=NO3)ccc12 (centres undefined)
  17 | -10 | -5 | -37 | 9 | -1.0 | -11 | -5 | 2 | 1 | -55
CN(c1ccccc1)S(=O)(=O)c1ccc(C(=O)NCc2ccc(F)cc2)cc1
  0 | 11 | -6 | 23 | 4 | -0.3 | -2 | -20 | 17 | · | 9
Cc1ccc(/C=N/Nc2nc(N3CCOCC3)nc(N3CCOCC3)n2)o1
  2 | -15 | -18 | -6 | 2 | 0.6 | 5 | 0 | -37 | -3 | 15
COc1ccc(NC(=O)CSc2nc(=O)n(CCN3CCOCC3)c3c2CCC3)c(OC)c1
  7 | 6 | -3 | -3 | -7 | 0.4 | 5 | -12 | -6 | 0 | 14
COc1ccc(S(=O)(=O)NC2CCCCCC2)cc1C(N)=O
  -3 | -7 | -6 | 6 | 0 | 0.0 | -3 | 11 | 16 | 3 | 9
COCC(C)n1c(C)cc(C(=O)Cn2c(=O)oc3ccccc32)c1C (centres undefined)
  18 | -20 | -1 | -29 | 2 | -1.7 | -2 | -27 | -11 | 2 | -43
Cc1cn([C@H]2C[C@H](O)[C@@H](CNCc3ccc(C#CCCO)cc3)O2)c(=O)[nH]c1=O
  9 | · | -6 | 7 | -2 | -2.6 | -8 | -29 | -15 | · | -10
O=C(CSc1nnc(CNC(=O)c2c(F)cccc2F)o1)Nc1ccc2c(c1)OCCO2
  3 | -3 | -6 | 1 | 5 | 0.1 | 1 | 16 | 13 | 1 | -7

One compound at a time, as listed above:
COc1ccc(S(=O)(=O)NC2CCCCCC2)cc1C(N)=O is listed with PDI inh = -3; TRPM1 prom inh = -7; CaV13 ICDI inh = -6; Peg3 promoter = 6; m5-HT2A agonist = 0; iPSC survival up = 0.0; Cardio protect = -3; NR2E3 ag-1 = 11; Shn3 3UTR inh = 16; NR2E3 ag-2 = 3; HIF-2a block = 9
Cc1ccsc1/C=N/Nc1ccc(Cl)nn1 is listed with PDI inh = 0; TRPM1 prom inh = -49; CaV13 ICDI inh = 3; Peg3 promoter = -135; m5-HT2A agonist = 0; iPSC survival up = 1.5; Cardio protect = -7; NR2E3 ag-1 = -67; Shn3 3UTR inh = ·; NR2E3 ag-2 = -1; HIF-2a block = -87
COc1ccc(CNCc2ccco2)cc1OCc1ccccc1 is listed with PDI inh = -11; TRPM1 prom inh = -57; CaV13 ICDI inh = ·; Peg3 promoter = -118; m5-HT2A agonist = -2; iPSC survival up = 1.2; Cardio protect = -4; NR2E3 ag-1 = -29; Shn3 3UTR inh = 16; NR2E3 ag-2 = -3; HIF-2a block = -182

(cont.)
The line under a structure holds: PDI inh | TRPM1 prom inh | CaV13 ICDI inh | Peg3 promoter | m5-HT2A agonist | iPSC survival up | Cardio protect | NR2E3 ag-1 | Shn3 3UTR inh | NR2E3 ag-2 | HIF-2a block
CC1(C)Cc2c(sc(NC(=O)c3ccc4ncsc4c3)c2C(N)=O)C(C)(C)N1
  -9 | 78* | -14 | 22 | 11 | -0.8 | -8 | -99 | -48 | 2 | -54
COc1cccc(C2NC(=O)NC(C)=C2C(=O)OCC2CCCO2)c1 (centres undefined)
  -2 | 3 | -6 | 14 | 2 | 0.2 | 2 | -26 | 1 | 2 | 11
O=C(c1ccc2ncsc2c1)N1CCN(c2cccc(C(F)(F)F)c2)CC1
  0 | 3 | -16 | -68 | -1 | -0.5 | -5 | -51 | -18 | · | -95
CC1(C)Cc2c(cnn2-c2ccc(F)cc2)C(NC(=O)CCc2ccncc2)C1 (centres undefined)
  -6 | -49 | -5 | -60 | 2 | -0.2 | 3 | -20 | -6 | · | -84
COc1ccccc1N1CCN(C2CCCCC2NS(=O)(=O)c2ccccc2)CC1 (centres undefined)
  -3 | 5 | -5 | 7 | -15 | -0.2 | -4 | 5 | 13 | -2 | 7
CN(C)c1ccc2c(c1[N+](=O)[O-])Cc1ccccc1-2
  3 | -40 | -5 | -236 | -4 | -0.3 | -10 | 0 | -24 | · | -239
CCOc1ccc(NC(=S)N2CCC(c3nc4ccccc4[nH]3)CC2)cc1
  4 | 14 | 1 | 10 | -1 | -0.4 | 2 | -16 | 75 | -4 | 7
CN(C(=O)c1cccc(NC(=O)C2CCCN(C(=O)OC(C)(C)C)C2)c1)C1CCCC1 (centres undefined)
  2 | 20 | -3 | -1 | -1 | -1.7 | -2 | 33 | 25 | · | 18
COc1ccc(-n2nc(C(=O)NCC(=O)N3CCCCC3)c3ccccc3c2=O)c(OC)c1
  10 | -44 | -2 | -78 | -4 | -0.3 | -7 | -28 | -38 | 2 | -73
CC(=O)NCCc1ccc(S(=O)(=O)N2CCCC2)cc1
  -8 | -2 | -5 | 26 | 3 | 7.3 | -1 | -6 | -20 | 0 | 10
Cc1nnc(SCC(=O)N2CCN(S(=O)(=O)c3ccc(Cl)cc3)CC2)n(N)c1=O
  -1 | 8 | · | 14 | -1 | 2.9 | 0 | 0 | -1 | 2 | 17
CCN(C(=O)CCc1nnc2ccc(NCc3ccco3)nn12)c1ccccc1
  -3 | 8 | -5 | 20 | -3 | 0.3 | 1 | -43 | -9 | 2 | 4
COC(=O)C1=NN(C(C)=O)C2(CC(=O)N(c3cc(C)cc(C)c3)C2=O)C1 (centres undefined)
  2 | 6 | -2 | 11 | 4 | 0.9 | 4 | -14 | 0 | -1 | 4
COc1cc(COCC(O)CN2CCN(CCN3C(=O)c4cccc5cccc(c45)C3=O)CC2)cc(OC)c1OC (centres undefined)
  2 | 10 | -11 | 4 | 1 | -2.2 | 0 | 32 | 35 | -1 | 6
O=C1C2C3CCCC3=C3CCCC3C2C(=O)N1c1ccc(Cl)cc1 (centres undefined)
  4 | -4 | -1 | 18 | 5 | 0.8 | -1 | 13 | -11 | 1 | 17

Assay outcomes (PubChem)

Random draw from the library. Share with any hit: about 3.9%.
